CAL PDZ FP-1: inhibitors of human CAL PDZ peptide binding; purified CAL PDZ, TMR-peptide fluorescence polarization, 1 h; inhibition, % at 24.9 µM; Q9HD26; AID 602252; 300,000 compounds, 0.92% hits;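 active = mean inhibition of at least 30% with at least half of replicates also reaching 30%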;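 note: 0% = DMSO neutral control and 100% = excess unlabeled competitor peptide PRC23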
dFosB activator: activators of mouse delta FosB homodimer | purified delta FosB, TAMRA-CDK5 oligo fluorescence polarization; percent of positive-control signal above neutral wells | AID 493131 | 340,000 compounds, 0.99% hits | activation, % at 25 µM;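 active = mean activation above about 17%, with every replicate also reaching it, limit read from the data, passing the limit was not always enough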;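 note: fluorescence polarization rise as delta FosB binds a TAMRA Cdk5 AP-1 oligo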
PvdQ acylase: blocks Pseudomonas aeruginosa PvdQ acylase activity; inhibition, % at 10 µM; 340,000 compounds, 0.063% hits; AID 488965; purified PvdQ acylase, fluorescence plate reader; in the data active = inhibition above about 30%, passing the limit was not always enough;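 note: 0% = vehicle neutral wells and 100% = reference inhibitor wells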
MITF TRPM1 HTS: MITF TRPM1 promoter activation in melanoma cells; AID 588334; activation, % at 12.5 µM; 300,000 compounds, 0.75% hits; SK-MEL-5 TRPM1-promoter luciferase, 24 h; % of positive control, neutral wells = 0;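 active = mean activation of at least 80% with every replicate also reaching 80%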;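 note: 0% = neutral control wells and 100% = parthenolide positive control wells; values of inactives mirror those of a sister screen read the other way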
NSD2 inh: inhibitors of human histone methyltransferase NSD2; inhibition, % at 12.5 µM; AID 743445; NSD2 peptide methylation, AlphaScreen, 120 min; 310,000 compounds, 0.54% hits; in the data active = inhibition above about 50%
Rtt109 Vps75: inhibitors of Candida albicans Rtt109/Vps75 histone acetyltransferase. purified Rtt109/Vps75, ThioGlo CoA-SH fluorescence, 4 h. inhibition, % at 34.9 µM. 330,000 compounds, 0.16% hits;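 active = inhibition of at least 50% in every replicate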
Target sequence (Q5AAJ8 whole entry, looked up): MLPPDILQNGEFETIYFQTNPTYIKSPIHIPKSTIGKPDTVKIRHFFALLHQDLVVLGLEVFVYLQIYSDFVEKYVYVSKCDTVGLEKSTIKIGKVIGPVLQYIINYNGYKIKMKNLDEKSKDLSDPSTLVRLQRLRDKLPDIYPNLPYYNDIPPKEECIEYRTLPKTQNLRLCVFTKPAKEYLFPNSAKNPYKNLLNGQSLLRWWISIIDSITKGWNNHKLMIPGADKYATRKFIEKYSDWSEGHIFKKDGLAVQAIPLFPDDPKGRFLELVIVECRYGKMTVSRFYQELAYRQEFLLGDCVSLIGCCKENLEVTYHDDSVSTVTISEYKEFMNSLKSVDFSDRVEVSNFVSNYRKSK
SR-BI DiI inh: blocks mouse SR-BI lipid uptake from DiI-HDL; Q61009; ldlA[mSR-BI] CHO cells, DiI-HDL uptake fluorescence, 3 h; inhibition, % at 12.5 µM; 320,000 compounds, 0.96% hits;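 active = mean replicate inhibition of at least 70% and a set share of replicates each scoring 70 or more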;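 note: 0% = median of neutral control wells and 100% = median of positive control wells; values of inactives mirror those of a sister screen read the other way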
Target sequence (Q61009 whole entry, looked up): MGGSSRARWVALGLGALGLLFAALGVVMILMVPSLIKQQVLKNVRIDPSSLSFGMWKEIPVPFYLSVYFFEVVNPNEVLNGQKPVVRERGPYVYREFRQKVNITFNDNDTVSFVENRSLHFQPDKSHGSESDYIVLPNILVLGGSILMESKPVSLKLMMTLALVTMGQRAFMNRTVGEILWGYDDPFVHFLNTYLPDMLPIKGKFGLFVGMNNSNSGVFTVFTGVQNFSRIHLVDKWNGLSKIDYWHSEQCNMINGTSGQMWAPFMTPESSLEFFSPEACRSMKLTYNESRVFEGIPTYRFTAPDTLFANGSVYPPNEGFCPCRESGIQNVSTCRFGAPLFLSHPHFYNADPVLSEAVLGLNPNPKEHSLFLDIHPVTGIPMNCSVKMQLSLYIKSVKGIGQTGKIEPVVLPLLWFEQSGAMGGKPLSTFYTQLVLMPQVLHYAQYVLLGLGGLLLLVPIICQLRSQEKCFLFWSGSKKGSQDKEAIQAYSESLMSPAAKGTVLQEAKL
SR-BI uptake up: activators of SR-BI mediated HDL lipid uptake; CHO ldlA[mSR-BI] cells, DiI-HDL uptake fluorescence, 3 h; 100 = double the neutral-control signal; activation, % at 12.5 µM; 320,000 compounds, 0.096% hits;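 active = mean replicate activation of at least 60% and every replicate at or above 60%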;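 note: 0% = median plate neutral-control signal and 100% = twice that signal; values of inactives mirror those of a sister screen read the other way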
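System: LDL receptor-deficient CHO ldlA cells overexpressing murine SR-BI | Timing: 3 h uptake period with compound, 37 °C | Medium: HEPES-buffered (25 mM, pH 7.4) F12 plus 0.5% BSA | Dosing: Single-point compound dose | Signal: Bottom-read fluorescence, 550/595 nm | Read-out: Retained DiI signal reflecting DiI-HDL uptake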
PfHsp90 yeast 2: reduces growth (ATP signal) of yeast expressing P. falciparum Hsp90. AID 504621. 310,000 compounds, 0.32% hits. S. cerevisiae expressing PfHsp90, BacTiter-Glo ATP, 48 h; yeast lacking PDR1 and PDR3 efflux regulators. inhibition, % at 9.4 µM;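 active = every replicate shows inhibition above about 80%, whatever the replicate mean, limit read from the data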;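 note: 0% = DMSO neutral controls and 100% = 20 µM radicicol positive controls; yeast relying on Plasmodium falciparum Hsp90 in place of its own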
CAL PDZ FP-2: blocks peptide binding to human CAL PDZ domain | Q9HD26 | purified CAL PDZ, TMR-peptide fluorescence polarization, 1 h | inhibition, % at 20 µM | 330,000 compounds, 0.02% hits | AID 504414;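 active = highest replicate inhibition of at least 40%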;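 note: plate controls were DMSO neutral control wells for no effect and unlabeled competitor peptide control wells for full effect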
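Control set: unlabelled peptide and DMSO controls / Material: purified CerCALP PDZ construct / Timing: 1 h incubation at room temperature before polarization reading / Doses: 20 µM, one dose / Detection: fluorescence polarization (mP)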
Active calls of the source: *; i = inactive; . = not tested or not shown.

SMILES	CAL PDZ FP-1	dFosB activator	PvdQ acylase	MITF TRPM1 HTS	NSD2 inh	Rtt109 Vps75	SR-BI DiI inh	SR-BI uptake up	PfHsp90 yeast 2	CAL PDZ FP-2
O=C(CCn1cnnn1)NC1CCCN(Cc2ccccc2F)C1 (stereo unspecified)	-6	-1	-5	-9	0	1	-11	11	-24	-0.8
COc1ccc2[nH]cc(C(=O)CNc3nc(C)cs3)c2c1	.	1	-21	.	-4	17	13	-13	7	-0.7
Nc1n[nH]c(N)c1N=Nc1cccc(F)c1	10	-5	-4	33	28	11	-19	19	-26	0.2
COCCNC(=O)C1(C)Oc2ccccc2NC1=O (stereo unspecified)	-4	1	-13	-1	-2	-3	3	-3	-6	-5.1
C=CCn1c(NS(=O)(=O)c2ccccc2)c(S(=O)(=O)c2ccc(C)cc2)c2nc3ccccc3nc21	-1	-2	-1	19	115*	26	-5	5	17	-2.0
O=C(Cn1cnc2ccccc2c1=O)N1CCN(c2ccc(F)cc2)CC1	-3	-9	-8	-11	0	-9	1	-1	3	-1.4
CCOc1ccc2nc(SCC(=O)c3ccc(O)cc3O)sc2c1	36*	-3	-11	32	2	-2	-24	24	-6	.
CC(=O)Nc1ccc(S(=O)(=O)N2CCN(C(C)CCc3ccccc3)CC2)cc1 (stereo unspecified)	-5	-11	-4	-20	.	4	-3	3	0	-1.2
CC(C)(C)N1C(=O)c2ccc(C(=O)Nc3ccc(C(=O)O)cc3)cc2C1=O	-5	-6	5	.	0	9	-34	34	-7	-0.8
CCN(CC)c1ccc2cc(NC(=O)CCC(=O)O)c(=O)oc2c1	-4	-3	-26	-90	.	i	-9	9	0	-1.0
CC(NC(=O)Cc1ccccc1F)c1ccc(F)cc1 (stereo unspecified)	-5	5	-12	6	-4	-1	-13	13	-44	.
CCOC(=O)c1sc(C)c2c1NC(c1ccc(Cl)cc1)NC2=O (stereo unspecified)	-3	9	3	.	-1	4	53	-53	-48	-1.2

In a second layout: entries from further up.
Second line of a record – CAL PDZ FP-1, dFosB activator, PvdQ acylase, MITF TRPM1 HTS, NSD2 inh, Rtt109 Vps75, SR-BI DiI inh, SR-BI uptake up, PfHsp90 yeast 2, CAL PDZ FP-2
CC(C)(C)N1C(=O)c2ccc(C(=O)Nc3ccc(C(=O)O)cc3)cc2C1=O
→ -5, -6, 5, ., 0, 9, -34, 34, -7, -0.8
CCN(CC)c1ccc2cc(NC(=O)CCC(=O)O)c(=O)oc2c1
→ -4, -3, -26, -90, ., i, -9, 9, 0, -1.0
CC(NC(=O)Cc1ccccc1F)c1ccc(F)cc1 (stereo unspecified)
→ -5, 5, -12, 6, -4, -1, -13, 13, -44, .
CCOC(=O)c1sc(C)c2c1NC(c1ccc(Cl)cc1)NC2=O (stereo unspecified)
→ -3, 9, 3, ., -1, 4, 53, -53, -48, -1.2

Next section.
SMILES	CAL PDZ FP-1	dFosB activator	PvdQ acylase	MITF TRPM1 HTS	NSD2 inh	Rtt109 Vps75	SR-BI DiI inh	SR-BI uptake up	PfHsp90 yeast 2	CAL PDZ FP-2
Cc1nc(C)c(-c2ccc(SCC(=O)Nc3cccc(F)c3)nn2)s1	-3	-20	-11	-2	-1	-1	-3	3	-33	-0.6
O=C(NCc1ccc2c(c1)OCO2)C1CCC(CNS(=O)(=O)c2cccc3nsnc23)CC1 (stereo unspecified)	-2	2	-15	.	.	-6	5	-5	15	0.5
CCOC(=O)CSC1=NC(=O)/C(=C/c2ccc(OC)cc2)S1	-4	-6	4	-82	-4	4	-42	42	-35	-2.0
COC(=O)Nc1ccc(S(=O)(=O)NCCCCCC(=O)O)cc1	-4	1	-8	15	0	5	-18	18	-10	0.0
CCC(CC)=NNc1ccc([N+](=O)[O-])cc1[N+](=O)[O-]	-4	0	-3	-15	-1	1	-18	18	-8	-0.2
COc1ccc(NS(=O)(=O)c2ccc(NC(=O)C3CCCO3)cc2)cc1 (stereo unspecified)	-6	-5	7	1	3	0	-22	22	1	.
Cc1ccc(Nc2ncnc3sc(C)c(C)c23)cc1C	0	4	-7	18	-1	10	36	-36	6	-0.5
Cn1c(=O)[nH]c(=O)c2c1nc(Br)n2Cc1ccccc1F	-3	-3	2	-21	-1	0	-10	10	-2	-3.7
COc1ccc(C(C)NC(=O)C2CCCO2)cc1OC (stereo unspecified)	0	0	5	-4	0	25	-3	3	-1	-2.6
Cn1c(/C=C(\C#N)C(N)=S)ccc1-c1ccc(Br)cc1	.	0	5	-1	19	2	74*	-74	-10	2.3
CCN(Cc1ccccc1)C(=O)COC(=O)c1n[nH]c2ccccc12	-1	2	-22	5	0	2	4	-4	-17	.
Fc1ccc(NC(=S)NCCc2ccccc2)c(F)c1F	-5	-4	-6	7	-2	0	3	-3	3	0.1
Cc1oc(-c2cccc(C(F)(F)F)c2)nc1CN1CCOCC1	.	2	-8	7	-1	-1	-9	9	14	-1.5
COc1ccc(NC(=O)c2cc(=O)[nH]c(=O)[nH]2)cc1S(=O)(=O)Nc1ccccc1Cl	2	6	-2	5	.	11	-4	4	.	-1.9
Cn1cnnc1SCC(=O)c1ccc(OC(F)F)cc1	-1	0	5	0	-7	-5	-24	24	-14	0.1
Cc1c(CCOC(=O)CC23CC4CC(CC(C4)C2)C3)sc[n+]1CC(=O)c1ccccc1	0	0	-11	2	3	20	18	-18	27	-3.5
CC1(C(=O)O)CCC(C(=O)Nc2ccc(OC(F)(F)Cl)cc2)C1(C)C (stereo unspecified)	-3	-6	4	-6	3	5	-7	7	6	.
COCCn1c(C)cc(C(=O)COC(=O)c2ccc(NC(=O)CC#N)cc2)c1C	-2	-14	-14	31	1	20	55	-55	11	-0.9
Cc1c(Cc2ccccc2)c(=O)oc2cc(OC(=O)c3ccccc3)ccc12	.	-3	12	.	0	-1	3	-3	5	-0.1
CCCc1nnc(NC(=S)Nc2ccccc2)s1	0	2	-17	61	1	-1	11	-11	5	0.0
O=C1CC2CCCN2C=C1I (stereo unspecified)	-1	-3	-1	9	.	-6	7	-7	4	-1.3
N#Cc1c(N)n(CCOC(=O)c2ccc(Cl)cc2)c2nc3ccccc3nc12	-3	-7	11	-3	4	-7	-11	11	-3	0.1
Cc1ccc(OCc2nnc(SCC(=O)O)n2N)cc1	-4	1	-18	1	-1	-6	-10	10	.	-0.6
CCCOc1ccccc1OCC(=O)Nc1cc(Cl)ccc1-n1cncn1	-2	-7	7	-15	0	34	43	-43	-8	-2.6
O=C(COCc1ccccc1)N[C@@H]1c2ccccc2CC[C@H]1OCc1ccccc1	-5	-12	-14	-2	.	6	-22	22	15	0.0
CCNC(=O)/C(C#N)=C/c1c(N2CCCCCC2)nc2ccccn2c1=O	3	-7	7	11	25	-6	14	-14	-12	.
COc1ccc(NC(=O)C2CCCN(c3nccc(C)n3)C2)cc1 (stereo unspecified)	-4	6	-13	-5	0	-17	-1	1	-9	0.0
COc1ccc(-c2cc3nc4ccccc4n3c(N)c2C#N)cc1	-6	19*	-18	114*	.	-15	.	.	-13	-2.1
O=C(c1ccc(F)cc1Cl)N(Cc1ccco1)C1CCS(=O)(=O)C1 (stereo unspecified)	.	-8	-15	2	-1	-3	-21	21	-14	-0.6
CCN(CC)CCN(C(=O)c1cc(Cl)sc1Cl)c1nc2cc3c(cc2s1)OCO3	-3	7	-18	-7	1	12	-4	4	11	-1.0
CN(CCOc1ccccc1)CC(=O)Nc1ccc(Cl)cc1[N+](=O)[O-]	25	-8	-9	3	6	-7	-22	22	-11	-1.1
C=CCNC(=O)/C(C#N)=C\c1cc(Cl)c(O)c(OCC)c1	0	-4	-4	6	0	-4	-40	40	-32	-0.5
Cc1cc2cc(CN(CCN3CCOCC3)C(=O)Nc3ccccc3F)c(=O)[nH]c2cc1C	-5	-13	-11	-5	0	-2	-2	2	8	-2.0
Cc1cccc(OCC(O)Cn2c(=N)n(Cc3ccccc3)c3ccccc32)c1 (stereo unspecified)	.	-7	-8	.	6	0	9	-9	6	-1.8
Cc1cc(-c2ccccc2C(=O)Nc2ccccc2O)on1	-3	-2	-5	-2	-1	17	-7	7	7	0.1
CCOc1cc(C(C(=O)NCC2CCCO2)N(C(=O)Cn2nnc3ccccc32)c2ccc(C(C)=O)cc2)ccc1O (stereo unspecified)	.	-7	-11	9	12	14	.	.	-2	0.1
COc1ccc(C2(C(=O)Nc3ccccc3)CCOCC2)cc1	0	-5	-16	0	2	-8	6	-6	-6	-2.3
Cc1cc(C)n(C(=O)CNC(=O)c2ccc(C(C)(C)C)cc2)n1	-5	-12	0	20	-5	-3	9	-9	-42	-0.7
Cc1ccsc1CN(C)C(=O)C1CCC(=O)N(CCc2cccc(F)c2)C1 (stereo unspecified)	-2	-11	-12	48	1	-6	10	-10	4	0.4
O=c1oc(-c2ccc(Br)o2)nc2ccccc12	-3	-16	3	1	-4	33	-13	13	.	-3.2
O=C(Nc1ccccc1F)c1cc(-c2ccco2)nc2ccccc12	-3	-20	-2	-8	20	0	32	-32	-2	-0.7
COc1cc(OC)c2ccc(=O)oc2c1	-1	2	-1	7	.	-26	7	-7	-11	0.6
Cc1ccc(S(=O)(=O)NCCSc2nnnn2-c2ccc(C(N)=O)cc2)cc1	.	-12	-7	-4	.	-3	8	-8	6	-1.5
O=C(NCCc1ccco1)C(=O)NCC1CCCN1S(=O)(=O)c1ccccc1 (stereo unspecified)	-3	-3	1	-10	3	-5	3	-3	.	-3.5
COc1cc(SC)ccc1C(=O)N1CCN(c2ccccc2OC)CC1	-5	-2	18	-15	2	2	0	0	-10	-0.2
COc1cc(NC(=O)C2CC2)c(C(=O)O)cc1OC	-1	3	1	.	-3	0	-35	35	6	-0.2
Cc1ccnc(NC(=O)Nc2cccc(F)c2)c1	-4	-7	-4	.	-2	17	-8	8	11	-1.0
C/C(N)=C(/C#N)C(=O)CSc1nnc(Nc2cccc(C)c2)s1	.	-6	1	73	3	-2	16	-16	.	-1.8
C=CCn1c(Cc2cccs2)nnc1SCC(=O)c1cccc(Br)c1	1	-7	-4	-5	-3	-1	22	-22	-7	-1.3
CCCCNC(=S)N(CCN(CC)CC)Cc1cc2cc3c(cc2[nH]c1=O)OCCO3	-1	-4	-11	-10	15	1	12	-12	-10	0.2
COc1ccc(C)cc1NC(=O)C(OC(=O)c1ccc([N+](=O)[O-])o1)c1ccccc1 (stereo unspecified)	-3	-6	-16	0	19	-1	-16	16	-10	-1.8
CSC1=NCCN1C(=O)c1ccc2c(c1)OCO2	0	-3	4	-4	-1	4	-14	14	29	-1.4
COc1ccc(C2CC(c3cccs3)=NN2c2nc(-c3ccccc3)cs2)cc1OC (stereo unspecified)	-2	-1	7	-4	1	-4	25	-25	-16	-0.2

Assay outcomes: PubChem BioAssay, Broad Institute
